PvdQ acylase: blocks Pseudomonas aeruginosa PvdQ acylase activity. purified PvdQ acylase, fluorescence plate reader. inhibition, % at 10 µM. 340,000 compounds, 0.063% hits. AID 488965; in the data active = inhibition above about 30%, passing the limit was not always enough;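 also: 0% = vehicle neutral wells and 100% = reference inhibitor wells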
CDK5 p35 inh: CDK5/p35 (human) kinase inhibition; Q00535+Q15078; Recombinant CDK5/p35, ADP-Glo luminescence, 60 min; inhibition, % at 10 µM; 330,000 compounds, 0.01% hits; AID 488839;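 active = highest replicate inhibition of at least 50% and at least 75% of replicates reaching 50%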;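 also: plate controls were DMSO neutral control for no effect and GW8510 at 10 µM for full effect; many of its hits are not listed in these tables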
Target sequence (Q00535 whole entry, looked up): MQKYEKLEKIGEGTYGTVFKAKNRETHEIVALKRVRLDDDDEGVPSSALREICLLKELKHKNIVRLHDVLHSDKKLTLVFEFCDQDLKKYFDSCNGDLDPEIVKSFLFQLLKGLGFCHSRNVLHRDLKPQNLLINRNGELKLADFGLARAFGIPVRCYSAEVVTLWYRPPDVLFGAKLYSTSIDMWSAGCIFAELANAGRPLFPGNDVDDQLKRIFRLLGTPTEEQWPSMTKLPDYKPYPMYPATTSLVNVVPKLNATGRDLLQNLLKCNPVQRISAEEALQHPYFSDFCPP
Target sequence (Q15078 whole entry, looked up): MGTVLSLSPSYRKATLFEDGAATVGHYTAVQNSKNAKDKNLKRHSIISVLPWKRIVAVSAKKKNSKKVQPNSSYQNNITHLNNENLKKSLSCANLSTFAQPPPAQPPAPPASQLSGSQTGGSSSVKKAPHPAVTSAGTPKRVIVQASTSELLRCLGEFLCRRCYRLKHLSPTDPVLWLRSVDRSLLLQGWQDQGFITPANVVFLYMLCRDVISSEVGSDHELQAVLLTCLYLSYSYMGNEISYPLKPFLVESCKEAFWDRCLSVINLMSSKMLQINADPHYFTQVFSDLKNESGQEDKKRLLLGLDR
Cardiac RTF inh: cardiac RTF calcium desensitization; IANBD-labeled cardiac RTF, Ca2+ fluorescence; P19429+P45379; 340,000 compounds, 0.12% hits; inhibition, % at 7.15 µM;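 active = inhibition above the mean inhibition of all tested compounds plus 3 SD, cut at about 17% in these data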;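 also: assay run at fixed EC70 calcium of 1.6 mM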
C-LANA FP: KSHV C-LANA DNA binding inhibition; MBP-C-LANA/FAM-LBS DNA binding, fluorescence polarization; inhibition, % at 9 µM; 340,000 compounds, 0.078% hits;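 active = highest replicate inhibition at or above 60% at 9 µM, even if other replicates fall short; inactive = all replicates below 60% inhibition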;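 also: 0% = neutral control wells and 100% = 4 µM acridine orange control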
dFosB act: enhances mouse delta FosB homodimer DNA binding; 340,000 compounds, 0.99% hits; P13346; AID 493131; purified delta FosB, TAMRA-CDK5 oligo fluorescence polarization; percent of positive-control signal above neutral wells; activation, % at 25 µM;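 active = mean activation above about 17%, with every replicate also reaching it, limit read from the data, passing the limit was not always enough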;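 also: fluorescence polarization rise as delta FosB binds a TAMRA Cdk5 AP-1 oligo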
Target sequence (P13346 whole entry, looked up): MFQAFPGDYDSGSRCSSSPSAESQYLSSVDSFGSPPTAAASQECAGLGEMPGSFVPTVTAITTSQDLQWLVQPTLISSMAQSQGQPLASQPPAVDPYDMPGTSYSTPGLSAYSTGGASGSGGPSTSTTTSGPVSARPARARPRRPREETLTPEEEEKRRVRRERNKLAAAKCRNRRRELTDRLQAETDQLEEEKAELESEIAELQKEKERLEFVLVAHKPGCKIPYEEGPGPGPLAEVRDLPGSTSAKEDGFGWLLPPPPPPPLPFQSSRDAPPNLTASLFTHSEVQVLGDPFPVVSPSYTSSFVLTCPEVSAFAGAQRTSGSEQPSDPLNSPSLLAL
Keap1 Nrf2 FP: inhibitors of human Keap1-Nrf2 protein-protein interaction; 340,000 compounds, 0.15% hits; Q14145; Keap1 Kelch-Nrf2 peptide fluorescence polarization, 1536-well; inhibition, % at 9.4 µM; in the data active = inhibition above about 12%;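 also: human Keap1 Kelch domain with fluorescein labeled Nrf2 9mer peptide probe; 0% = neutral control wells and 100% = peptide positive control; higher means more block of Keap1 binding to Nrf2 peptide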
NSD2 inh: NSD2 (human) methyltransferase inhibition | O96028 | NSD2 peptide methylation, AlphaScreen, 120 min | inhibition, % at 12.5 µM | 310,000 compounds, 0.54% hits | AID 743445; in the data active = inhibition above about 50%
RTF Ca sens act: cardiac RTF calcium sensitization | activation, % at 7.2 µM | P19429+P45379 | 340,000 compounds, 0.24% hits | IANBD-labeled TnC RTF fluorescence at EC20 calcium; 0% EC20 calcium, 100% full calcium;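 active = activation above the mean over all tested compounds plus 3 SD, cut at about 30% in these data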;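 also: rise in fluorescence read as greater calcium sensitivity of cardiac thin filaments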
SUMO Mot1 rescue: blocks SUMOylation pathway, rescuing yeast Mot1-301 growth; S. cerevisiae Mot1-301 growth rescue, ATP luminescence, 38.5C; percent above DMSO median, 100 means doubled; growth rescue, % at 18.8 µM; 320,000 compounds, 1% hits; AID 2716;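 active = every valid replicate shows activation above 250% relative to neutral control wells; inactive = the rest, any valid replicate at or below 250%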;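 also: OY570 slx delta 5 strain wells were the positive control but not used for scaling; some compounds called inactive have numbers as strong as hits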
PfHsp90 set2: growth inhibition of yeast expressing Plasmodium Hsp90; S. cerevisiae expressing PfHsp90, BacTiter-Glo ATP, 48 h; yeast lacking PDR1 and PDR3 efflux regulators; AID 504621; inhibition, % at 9.4 µM; 310,000 compounds, 0.32% hits;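 active = every replicate shows inhibition above about 80%, whatever the replicate mean, limit read from the data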;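 also: 0% = DMSO neutral controls and 100% = 20 µM radicicol positive controls; yeast relying on Plasmodium falciparum Hsp90 in place of its own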
Rtt109 HAT inh: blocks Candida albicans Rtt109/Vps75 acetyltransferase activity; Q5AAJ8; purified Rtt109/Vps75, ThioGlo CoA-SH fluorescence, 4 h; inhibition, % at 34.9 µM; 330,000 compounds, 0.16% hits;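 active = inhibition of at least 50% in every replicate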
Starred values were filed as active, the others as inactive.

CC(=O)c1c(C)[nH]c(C(=O)Nc2ccc(Cl)cc2)c1C was read as PvdQ acylase -11, CDK5 p35 inh -2.5, Cardiac RTF inh -7, C-LANA FP -0.1, dFosB act -26, Keap1 Nrf2 FP -6, NSD2 inh -2, RTF Ca sens act 4, SUMO Mot1 rescue 147, PfHsp90 set2 -28 and Rtt109 HAT inh -6.
`Cc1ccc(S(=O)(=O)C2(C(=O)NCCc3ccccc3)CC2)cc1` gave PvdQ acylase -18, CDK5 p35 inh 0.6, Cardiac RTF inh -8, C-LANA FP 0.0, dFosB act 5, Keap1 Nrf2 FP -4, NSD2 inh -2, RTF Ca sens act 4, SUMO Mot1 rescue -6, PfHsp90 set2 -14 and Rtt109 HAT inh -4.
COc1ccc(C2=NOC(Cn3nc(C(=O)NCc4ccc5c(c4)OCO5)cc3-c3ccccc3)C2)cc1 (centres undefined) was read as PvdQ acylase 0, CDK5 p35 inh -0.1, Cardiac RTF inh 12, C-LANA FP 2.2, dFosB act -3, Keap1 Nrf2 FP 0, RTF Ca sens act -2, SUMO Mot1 rescue -2, PfHsp90 set2 11 and Rtt109 HAT inh -3.
Screening Cc1ccccc1OCCn1cnc2c(N)ncnc21 returned PvdQ acylase 5, CDK5 p35 inh 0.4, Cardiac RTF inh 3, C-LANA FP 0.6, dFosB act 0, Keap1 Nrf2 FP 4, NSD2 inh -3, RTF Ca sens act 1, SUMO Mot1 rescue -4, PfHsp90 set2 5 and Rtt109 HAT inh 2.
`Cc1onc(-c2ccccc2Cl)c1C(=O)N(Cc1ccc(N(C)C)cc1)C(C)C` gave PvdQ acylase -24, CDK5 p35 inh 1.8, Cardiac RTF inh -13, C-LANA FP 0.7, dFosB act -13, Keap1 Nrf2 FP -5, NSD2 inh 12, RTF Ca sens act 18, SUMO Mot1 rescue -22, PfHsp90 set2 6 and Rtt109 HAT inh -5.
`N#CC(c1ccc([N+](=O)[O-])cc1)C(CC(=O)c1ccccc1)c1ccccc1` (centres undefined) gave PvdQ acylase -9, CDK5 p35 inh -2.3, Cardiac RTF inh 5, C-LANA FP -1.3, dFosB act -13, Keap1 Nrf2 FP 1, NSD2 inh -3, RTF Ca sens act -7, PfHsp90 set2 -33 and Rtt109 HAT inh -3.
For O=C(Cn1c(=S)[nH]c2ccccc2c1=O)NCCc1ccccc1 the results were PvdQ acylase -13, CDK5 p35 inh 0.7, Cardiac RTF inh -5, C-LANA FP -0.2, dFosB act 0, Keap1 Nrf2 FP 5, NSD2 inh 22, RTF Ca sens act 3, SUMO Mot1 rescue -6, PfHsp90 set2 -20 and Rtt109 HAT inh -10.
`CC(C)c1ccc(CN2C(=O)c3ccccc3S2(=O)=O)cc1` gave PvdQ acylase 11, CDK5 p35 inh 1.4, Cardiac RTF inh -6, C-LANA FP 1.2, dFosB act -8, Keap1 Nrf2 FP 0, NSD2 inh 5, RTF Ca sens act -8, SUMO Mot1 rescue 6, PfHsp90 set2 5 and Rtt109 HAT inh 3.
`COc1ccc2[nH]c(O)c(N=NC(=N)N)c2c1` gave PvdQ acylase -8, CDK5 p35 inh -1.1, Cardiac RTF inh 7, C-LANA FP -0.7, dFosB act 4, Keap1 Nrf2 FP 1, NSD2 inh 1, RTF Ca sens act 2, SUMO Mot1 rescue 25, PfHsp90 set2 0 and Rtt109 HAT inh 1.
Screening O=C(Nc1c(C(=O)N2CCOCC2)cnn1-c1ccccc1)c1ccccc1F returned PvdQ acylase -8, CDK5 p35 inh 0.3, Cardiac RTF inh -19, C-LANA FP -3.0, dFosB act -7, Keap1 Nrf2 FP -5, NSD2 inh 9, RTF Ca sens act -2, SUMO Mot1 rescue 16, PfHsp90 set2 -5 and Rtt109 HAT inh -7.
Cc1nn(Cc2ccc(F)cc2)c(C)c1NC(=O)C1c2ccccc2Oc2ccccc21 was read as PvdQ acylase -20, Cardiac RTF inh -18, C-LANA FP 1.1, dFosB act 16, Keap1 Nrf2 FP 0, NSD2 inh 1, RTF Ca sens act -1, SUMO Mot1 rescue 0, PfHsp90 set2 22 and Rtt109 HAT inh -7.
Screening Cc1ccc(NC(=O)CN2CCN(CCN=CC3=C(O)CC(c4ccccc4)CC3=O)CC2)cc1 (centres undefined) returned PvdQ acylase -10, CDK5 p35 inh 2.6, Cardiac RTF inh 4, C-LANA FP -1.0, dFosB act -2, Keap1 Nrf2 FP 1, NSD2 inh -2, RTF Ca sens act 0, SUMO Mot1 rescue 181, PfHsp90 set2 10 and Rtt109 HAT inh -9.
`COc1ccc(CCNC(=O)c2c(Cl)ccc(Cl)c2OC)cc1OC` gave PvdQ acylase -24, CDK5 p35 inh 1.1, Cardiac RTF inh -2, C-LANA FP -2.2, dFosB act -9, Keap1 Nrf2 FP -3, NSD2 inh 4, RTF Ca sens act -4, SUMO Mot1 rescue 158, PfHsp90 set2 -12 and Rtt109 HAT inh 0.
Screening COc1cccc(/C=C/C(=O)OCC(=O)NCc2ccco2)c1 returned PvdQ acylase 9, CDK5 p35 inh -0.6, Cardiac RTF inh 0, C-LANA FP -0.9, dFosB act -5, Keap1 Nrf2 FP -6, NSD2 inh 1, RTF Ca sens act -2, PfHsp90 set2 -4 and Rtt109 HAT inh 9.
For CCOCCOC(=O)c1[nH]c2c(c1C)C(=O)CC(c1cc(OC)c(OC)c(OC)c1)C2 (centres undefined) the results were PvdQ acylase 8, CDK5 p35 inh -1.1, Cardiac RTF inh 3, C-LANA FP 25, dFosB act -8, Keap1 Nrf2 FP 0, NSD2 inh 1, RTF Ca sens act 4, SUMO Mot1 rescue 1, PfHsp90 set2 0 and Rtt109 HAT inh 11.
For CCn1c(SCC(=O)NC2CCCCC2)nc2c(c1=O)SCC2 the results were PvdQ acylase 1, CDK5 p35 inh -0.2, Cardiac RTF inh 5, C-LANA FP 0.1, dFosB act -7, Keap1 Nrf2 FP -3, NSD2 inh 2, RTF Ca sens act -1, SUMO Mot1 rescue -17, PfHsp90 set2 22 and Rtt109 HAT inh -4.
For CCCNC(=O)N1CCN(S(=O)(=O)c2ccc(C)cc2)CC1 the results were PvdQ acylase -14, CDK5 p35 inh 0.6, Cardiac RTF inh -1, C-LANA FP 0.2, dFosB act 1, Keap1 Nrf2 FP -2, NSD2 inh 1, RTF Ca sens act 12, SUMO Mot1 rescue 3 and Rtt109 HAT inh 3.
For COc1ccc(OC)c(NC(=O)CCNS(=O)(=O)c2cccc3nonc23)c1 the results were PvdQ acylase -16, CDK5 p35 inh 0.9, Cardiac RTF inh -8, C-LANA FP -1.6, dFosB act -3, Keap1 Nrf2 FP -5, NSD2 inh 5, RTF Ca sens act -1, SUMO Mot1 rescue -7, PfHsp90 set2 9 and Rtt109 HAT inh 9.
`CCOc1ccc(-c2c(C(=O)N/N=C/c3cccnc3)nnn2-c2nonc2N)cc1` gave PvdQ acylase -12, CDK5 p35 inh -1.8, Cardiac RTF inh -11, C-LANA FP -1.0, dFosB act 5, Keap1 Nrf2 FP 0, NSD2 inh 4, RTF Ca sens act 2, SUMO Mot1 rescue 11, PfHsp90 set2 9 and Rtt109 HAT inh 2.
CCc1nnc(N2C(=O)c3cccc4cccc(c34)C2=O)s1 was read as PvdQ acylase 13, CDK5 p35 inh 0.5, Cardiac RTF inh 2, C-LANA FP 0.3, dFosB act 2, Keap1 Nrf2 FP -3, NSD2 inh -1, RTF Ca sens act -5, SUMO Mot1 rescue -3, PfHsp90 set2 19 and Rtt109 HAT inh -3.
`CC1CCN(Cc2cnc(Cl)s2)CC1` gave PvdQ acylase -12, CDK5 p35 inh 0.7, Cardiac RTF inh 1, C-LANA FP 3.5, dFosB act 0, Keap1 Nrf2 FP -1, NSD2 inh 7, RTF Ca sens act -5, SUMO Mot1 rescue 1, PfHsp90 set2 16 and Rtt109 HAT inh -6.
For Cc1cc(C(=O)OCC(=O)NCc2cccs2)ccc1[N+](=O)[O-] the results were PvdQ acylase -10, CDK5 p35 inh 0.9, Cardiac RTF inh 1, C-LANA FP 1.5, dFosB act 8, Keap1 Nrf2 FP 0, NSD2 inh -2, RTF Ca sens act -9, SUMO Mot1 rescue 0 and Rtt109 HAT inh -2.
`Cc1nc2cc(C(=O)NCc3ccc4c(c3)OCO4)ccc2n1-c1ccc(Br)cc1` gave PvdQ acylase -1, CDK5 p35 inh 0.5, Cardiac RTF inh 1, C-LANA FP 0.6, dFosB act -6, Keap1 Nrf2 FP 1, NSD2 inh -2, RTF Ca sens act 0, SUMO Mot1 rescue 5, PfHsp90 set2 6 and Rtt109 HAT inh -12.
Screening CCCOc1ccc2oc(=O)c3c(c2c1)CCCN3C(=O)CN1CCc2ccccc2C1 returned PvdQ acylase -4, CDK5 p35 inh -2.3, Cardiac RTF inh -9, C-LANA FP 3.8, dFosB act -21, Keap1 Nrf2 FP -2, RTF Ca sens act -1, SUMO Mot1 rescue 8, PfHsp90 set2 -11 and Rtt109 HAT inh -1.
COc1ccc2nc(N3CCCC3)c(C#N)cc2c1 was read as PvdQ acylase 5, CDK5 p35 inh -2.0, Cardiac RTF inh -7, C-LANA FP 8.9, dFosB act -5, Keap1 Nrf2 FP 0, NSD2 inh 29, RTF Ca sens act -5, SUMO Mot1 rescue 182, PfHsp90 set2 -13 and Rtt109 HAT inh -1.
Nc1nc(CSc2ncn[nH]2)nc(Nc2ccc(F)cc2)n1 was read as PvdQ acylase -28, CDK5 p35 inh 0.0, Cardiac RTF inh -2, C-LANA FP 0.4, dFosB act 2, Keap1 Nrf2 FP 0, NSD2 inh -4, RTF Ca sens act 1, SUMO Mot1 rescue 2, PfHsp90 set2 -50 and Rtt109 HAT inh -3.
For CNc1nnc(C(F)(F)F)s1 the results were PvdQ acylase -4, CDK5 p35 inh 0.4, Cardiac RTF inh 6, C-LANA FP -0.9, dFosB act 0, Keap1 Nrf2 FP 4, NSD2 inh -1, RTF Ca sens act -4, SUMO Mot1 rescue -12, PfHsp90 set2 -18 and Rtt109 HAT inh 6.
Cc1ccc(S(=O)(=O)N(CC(=O)Nc2ccc(C)cc2C)C(=O)N2CCN(C)CC2)cc1 was read as PvdQ acylase -8, CDK5 p35 inh -1.5, Cardiac RTF inh -5, C-LANA FP -1.7, dFosB act 12, Keap1 Nrf2 FP -3, NSD2 inh -1, RTF Ca sens act -1, SUMO Mot1 rescue 94, PfHsp90 set2 4 and Rtt109 HAT inh 2.
Screening CS(=O)(=O)c1ccc(Cl)c(NC(=O)CCN2C(=O)NC3(CCCC3)C2=O)c1 returned PvdQ acylase 23, CDK5 p35 inh 0.0, Cardiac RTF inh -4, C-LANA FP -1.6, dFosB act -1, Keap1 Nrf2 FP -3, NSD2 inh 0, RTF Ca sens act -5, SUMO Mot1 rescue 5, PfHsp90 set2 23 and Rtt109 HAT inh -2.

High-throughput results: PubChem, several laboratories
